OXTR potentiate: human OXTR potentiators, primary screen, fluorescence, CHO-OTR cells, Fluo-8 calcium; Oxytocin receptor (Homo sapiens), P30559; Fluo-8 calcium fluorescence, potentiator mode; 0% = oxytocin EC15, 100% = EC100; activation, % at 3 µM; actives 0.061% (n = 320,000);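 active = activation above that plate's cutoff, the mean activation of tested compounds plus 3 SD, cut at about 6.6% in these data, passing the limit was not always enough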;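 also: 100% uses oxytocin at 75 nM as the full agonist control; some results filed as inactive read as strong as hits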
Target sequence (P30559 whole entry, looked up): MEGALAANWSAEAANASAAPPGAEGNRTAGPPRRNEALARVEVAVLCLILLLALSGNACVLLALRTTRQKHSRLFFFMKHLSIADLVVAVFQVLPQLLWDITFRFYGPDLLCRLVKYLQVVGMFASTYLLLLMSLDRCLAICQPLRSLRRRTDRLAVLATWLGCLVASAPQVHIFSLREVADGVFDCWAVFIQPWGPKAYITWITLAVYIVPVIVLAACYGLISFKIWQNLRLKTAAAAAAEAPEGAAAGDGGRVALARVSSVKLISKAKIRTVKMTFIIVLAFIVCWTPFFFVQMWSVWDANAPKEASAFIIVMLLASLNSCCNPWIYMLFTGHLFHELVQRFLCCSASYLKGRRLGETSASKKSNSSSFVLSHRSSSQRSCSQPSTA
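System: human OTR in CHO cells / Also added: sub-maximal oxytocin, roughly EC15 / Control set: EC15 oxytocin low, 75 nM oxytocin high / Schedule: 6 min compound pre-incubation at room temperature, 100 s kinetic read / Compound: single-point 3.0 µM / Replication: singlicate / Technique: Fluo-8 calcium dye fluorescence / Read-out basis: % activation of max/min ratio relative to oxytocin controls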
V1R ag counter: agonists of human V1a receptor, primary screen, counter-screen for OXTR agonist project, fluorescence, CHO-V1R cells; Fluo-8 calcium fluorescence, agonist mode; 0% DMSO, 100% 3 nM vasopressin; activation, % at 3 µM; actives 0.25% (n = 320,000); AID 2797, 2010;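 active = activation above the mean activation of all tested compounds plus 3 SD, per screening run, cut at about 20% in these data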;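 also: signal is peak over basal fluorescence ratio across a 100 second FLIPR read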
TAAR1 ag: human TAAR1 agonists, primary screen, Fluo-8 calcium fluorescence, CHO RD-HGA16 cells; vehicle wells 0%, saturating PEA agonist 100%; activation, % at 3 µM; actives 0.99% (n = 360,000); Trace amine-associated receptor 1 (Homo sapiens), Q96RJ0;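 active = activation above the mean activation of all test compounds in the run plus 3 SD, cut at about 38% in these data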
Target sequence (Q96RJ0 whole entry, looked up): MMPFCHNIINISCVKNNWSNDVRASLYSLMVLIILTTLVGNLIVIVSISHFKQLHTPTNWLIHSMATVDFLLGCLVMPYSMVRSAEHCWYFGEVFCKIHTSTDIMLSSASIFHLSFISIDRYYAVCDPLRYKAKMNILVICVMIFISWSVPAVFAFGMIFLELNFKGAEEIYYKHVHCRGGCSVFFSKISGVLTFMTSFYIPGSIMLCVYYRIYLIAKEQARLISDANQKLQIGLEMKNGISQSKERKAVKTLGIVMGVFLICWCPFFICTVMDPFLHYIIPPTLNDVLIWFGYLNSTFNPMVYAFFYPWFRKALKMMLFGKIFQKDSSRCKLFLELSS
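Test system: RD-HGA16 (CHO) cells co-expressing Gα16 and hTAAR1 | Doses: Single dose, 3 µM | Schedule: 17-24 h seeding, 75 min 37 °C dye, 30 min RT | Evaluation: % activation from peak over basal fluorescence ratio, DMSO-to-PEA scaled | Technique: Kinetic Fluo-8 calcium fluorescence | Benchmarks: Low control DMSO, high control PEA (EC100)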
TAAR1 antagonist: human TAAR1 antagonists, primary screen, Fluo-8 calcium fluorescence, CHO RD-HGA16 cells; AID 624466, 2012; inhibition, % at 3 µM; Trace amine-associated receptor 1 (Homo sapiens), Q96RJ0; actives 1.5% (n = 360,000); antagonist;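 active = inhibition above a per-plate cutoff, the mean inhibition of test compounds on that plate plus 3 SD, cut at about 49% in these data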;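 also: 0% = DMSO plus EC80 beta-PEA response and 100% = DMSO alone without agonist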
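Test system: CHO RD-HGA16 cells bearing hTAAR1 | Reagent: β-PEA, EC80 | Compound dosing: 3 µM, single point | Schedule: Dye loading 75 min at 37 °C, then 30 min room temperature | Signal: Calcium fluorescence with Fluo-8 | Evaluation: Percent inhibition of PEA-evoked calcium signal, max/basal emission ratio | Control set: DMSO-only wells and EC80 β-PEA-stimulated wells | Repeats: Singlicate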
CHRM1 agonist: human M1 muscarinic receptor agonists, primary screen, Fluo-8 calcium fluorescence, CHO-K1 cells, HTS; CHO-K1 hM1, agonist mode; 0% DMSO, 100% acetylcholine EC100; activation, % at 3 µM; actives 0.33% (n = 360,000); AID 588814, 2011;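 active = activation above the run's mean compound activation plus 3 SD, cut at about 16% in these data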;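 also: peak over basal fluorescence ratio within a 140 s kinetic read after compound addition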
CHO-K1 Ca PAM: nonselective calcium activators in parental CHO-K1 cells, primary screen, counter-screen for M1 PAM project, cell-based, Fluo-8 calcium fluorescence, full deck, 1536-well; ATP EC20; 0% at ATP EC20, 100% at ATP max; activation, % at 3 µM; actives 0.02% (n = 360,000); AID 602247, 2012;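 active = activation above the run cutoff, the mean activation of all test compounds plus 3 SD, cut at about 40% in these data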;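 also: peak over basal fluorescence ratio in a 140 s read after ATP addition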
M1 ag parental: counter-screen for M1 agonists: effect in parental CHO-K1 cells; Fluo-8 calcium fluorescence; scaled to maximal ATP response, vehicle zero; actives 0.48% (n = 360,000); activation, % at 3 µM; in the data active = activation above about 15%;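 also: untransfected CHO-K1 host cells lacking M1 receptor as counterscreen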
CHO-K1 Ca antag: counter-screen for M1 antagonists: effect in parental CHO-K1 cells; actives 0.6% (n = 360,000); inhibition, % at 3 µM; ATP-induced calcium, Fluo-8 fluorescence;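 active = inhibition above a per-plate cutoff, the plate's mean sample inhibition plus 3 SD, cut at about 24% in these data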;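 also: 0% = DMSO plus EC80 ATP and 100% = DMSO alone without ATP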
CHO parental Ca: ATP-evoked calcium signal inhibitors, parental CHO, primary screen, counter-screen for OX1R antagonist project, cell-based, fluorescence, Fluo-8 calcium dye. parental CHO-K1, ATP-induced calcium, Fluo-8 fluorescence. inhibition, % at 5.6 µM. actives 0.63% (n = 330,000);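 active = inhibition above that plate's mean sample inhibition plus 3 SD, cut at about 26% in these data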;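 also: 0% = ATP-challenged DMSO wells and 100% = DMSO wells without ATP; some compounds past the cut are filed as inactive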
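test system = CHO parental line | reagent = ATP stimulus | measured by = intracellular calcium via Fluo-8 no-wash fluorescent dye | control set = ATP and no-ATP DMSO wells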
Active calls of the source: *; . = not tested or not shown.

| compound | OXTR potentiate | V1R ag counter | TAAR1 ag | TAAR1 antagonist | CHRM1 agonist | CHO-K1 Ca PAM | M1 ag parental | CHO-K1 Ca antag | CHO parental Ca |
| --- | --- | --- | --- | --- | --- | --- | --- | --- | --- |
| COc1cccc(-n2ccnc2SCC(=O)N2CCCc3ccccc32)c1 | -10 | -0.2 | 4 | 1 | -5 | 2 | 1.2 | -8 | -21 |
| Cc1cccc(C(=O)N2CCCC(N3CCN(c4cccc(Cl)c4)CC3)C2)n1 (centres undefined) | -3 | 1.1 | 0 | -14 | -4 | 12 | 0.8 | -10 | -12 |
| O=C(NCCc1ccccc1)c1cc(S(=O)(=O)N2CCCC2)ccc1F | -6 | 1.3 | 5 | -12 | -4 | 13 | 4.0 | -12 | -20 |
| COC(=O)c1cc(S(=O)(=O)NCc2cccs2)c[nH]1 | -2 | 0.7 | 0 | -11 | -1 | 20 | 1.2 | -21 | -2 |
| CC(=O)c1ccc(OCc2c(-c3ccccc3)nnn2CC(=O)NS(=O)(=O)c2ccccc2C)cc1 | . | . | 0 | 1 | -3 | 14 | 0.0 | -1 | . |
| S=c1[nH]c(-c2ccccc2)cn1/N=C/c1cccc2ccccc12 | -8 | 0.6 | 1 | 11 | -11 | 14 | -0.4 | -4 | -7 |
| COc1ccc2[nH]c3c(c2c1)CCN1C(=O)N([C@@H](C)C(=O)NCc2ccccc2OC)C(=O)[C@]31C | -8 | 0.5 | 8 | 5 | -2 | -14 | 0.3 | 18 | -13 |
| CCn1cnc2c1c(=O)n(Cc1ccc(C(=O)OC)cc1)c(=O)n2Cc1ccccc1 | -1 | 0.0 | 6 | -20 | -2 | 5 | 8.6 | -2 | -17 |
| COc1ccc(-c2nnc(SCC(=O)N3CCOCC3)o2)cc1OC | -2 | 0.2 | 1 | -15 | -1 | 13 | 1.6 | -8 | -3 |
| O=C(NC1CC1)C1=C[C@H](C2CCCCC2)C[C@H](OCc2ccc(CO)cc2)O1 | 2 | -0.3 | 10 | 15 | 1 | 17 | -0.3 | -9 | 0 |
| CCn1nc(NS(=O)(=O)c2ccc([N+](=O)[O-])cc2)c2cc3ccc(C)cc3nc21 | -6 | 0.4 | -2 | -6 | -3 | 5 | 0.2 | 4 | -8 |
| O=C(OCC(=O)N1CCOCC1)c1ccccc1Cc1ccccc1 | -4 | -0.8 | 0 | -6 | -11 | 10 | 0.3 | -8 | -2 |
| CC1(c2nnc(Cc3ccccc3)o2)CC(c2ccncc2)=NO1 (centres undefined) | -2 | -0.5 | 16 | -1 | -6 | 1 | -0.6 | -4 | -7 |
| Oc1ccc(-c2nc3ccccn3c2NCc2ccco2)cc1 | -4 | 2.1 | 19 | 52* | -3 | 11 | 3.7 | 17 | 3 |
| COc1ccc(COC(=O)c2ccc(Cl)c(S(=O)(=O)N3CCOCC3)c2)cc1F | -14 | 3.4 | 1 | 5 | 1 | -7 | 2.9 | 7 | 1 |
| CCOC(=O)c1ccc(NC(=O)COc2ccccc2OC)cc1 | -16 | 2.5 | 13 | 36 | -4 | 20 | 8.0 | -5 | -16 |
| OC(Cc1ccccc1)c1ncc(-c2ccc(Cl)cc2)[nH]1 (centres undefined) | . | . | 4 | -4 | -2 | 15 | 1.0 | -18 | . |
| O=C(Cc1cccs1)Nc1ccc(-c2nnc(-c3ccccc3)o2)cc1 | -12 | 0.4 | 13 | 9 | -2 | 2 | 0.2 | -4 | -18 |
| CCN(c1ccccc1)S(=O)(=O)c1cc(NC(=O)Nc2ccccc2C#N)ccc1Cl | -10 | -0.2 | 1 | 13 | -6 | -7 | 0.3 | 4 | -13 |
| Cc1cc(C)n2nc(SC(C)C(=O)N3CC(C)OC(C)C3)nc2n1 (centres undefined) | 3 | 1.9 | 0 | -18 | -3 | -17 | 0.0 | -5 | -10 |
| COc1cc(/C=C2\SC(=O)N(CC(=O)Nc3ccc(C)cc3)C2=O)cc(Cl)c1OCC(=O)O | -7 | 0.3 | 1 | -7 | -1 | -17 | 0.3 | 8 | 2 |
| Clc1ccc(-c2nc(CSc3ccccn3)cs2)cc1 | . | . | -2 | 17 | -4 | 19 | -0.2 | -23 | . |
| O=C(c1ccco1)N(Cc1ccco1)c1ccc(O)cc1 | -4 | 0.7 | 5 | -14 | -5 | 24 | 0.8 | -5 | -17 |
| C=C(C)Cn1c(N2CCC(Cc3ccccc3)CC2)nc2c1c(=O)[nH]c(=O)n2C | -16 | -0.6 | 17 | 18 | 2 | 12 | 0.1 | -1 | -22 |
| O=C(O)/C=C/C(=O)Nc1ccc(SC(F)(F)C(F)(F)C(F)(F)F)cc1 | -1 | 1.3 | -1 | 19 | -2 | 16 | 0.6 | -16 | -12 |
| CCNC(=S)NNC(=S)NCc1ccccc1 | 0 | -0.2 | 3 | -9 | -2 | 5 | -0.2 | -11 | 0 |
| COCCNC(=O)c1cccc(OC2CCN(Cc3ccc(OC(F)F)cc3)CC2)c1 | -3 | 1.3 | 0 | -17 | -10 | 14 | 1.3 | -10 | -21 |
| COC(=O)c1cc(NC(=O)c2ccc(F)cc2)cc(C(=O)OC)c1 | -14 | 0.3 | 0 | 8 | -4 | -2 | 0.3 | -8 | -16 |
| O=C(NC(=S)NCCO)c1cn(-c2ccccc2)nc1-c1ccccc1 | -8 | -1.1 | 4 | -19 | 1 | -9 | 0.5 | 2 | -7 |
| c1ccc(-c2csc3ncn4nnnc4c23)cc1 | 0 | 0.9 | 6 | -11 | 0 | -1 | -0.1 | 11 | -7 |
| CC(C)CC(=O)NC(=S)Nc1cccc2nsnc12 | . | . | -1 | -34 | -5 | 10 | -0.3 | -19 | . |
| O=C(C1CCC1)N1CCc2cc(S(=O)(=O)N3CCCCC3)ccc21 | -17 | 0.5 | 1 | -16 | -5 | 17 | 0.3 | -9 | -14 |
| O=C(NC(c1ccc(-c2ccccc2)cc1)c1cnccn1)C1CCN(Cc2cccs2)CC1 (centres undefined) | . | . | 7 | 21 | -5 | -5 | 1.8 | 24* | . |
| CC1CCN(c2ccc(C(=O)O)cc2NS(=O)(=O)c2ccc(Br)cc2)CC1 | 2 | -0.3 | -4 | 6 | -6 | 12 | -0.9 | -7 | 2 |
| CC(=O)NC(c1cc(Cl)c2cccnc2c1O)C1CC1 (centres undefined) | -1 | 1.6 | 7 | -13 | -4 | 7 | -0.2 | -7 | -13 |
| O=C(NCC1(N2CCCCC2)CCCCC1)C1CC(=O)N(c2ccc3c(c2)OCCO3)C1 (centres undefined) | 4 | 0.2 | 0 | -1 | -8 | 1 | 7.1 | -1 | -16 |
| COc1ccc(N2CCN(C(=O)C3CCCN3S(=O)(=O)c3cccc4nsnc34)CC2)cc1 (centres undefined) | -6 | 2.8 | . | . | 0 | 3 | 3.4 | -13 | -6 |
| Cc1ccc(C)c(NC(=O)CN(C)C(=O)c2ccc3ncsc3c2)c1 | . | . | 2 | -39 | -2 | -6 | 0.0 | -5 | . |
| COc1cc(C2OC(=O)C3C(c4ccc(OC(C)=O)c(OC)c4)OC(=O)C23)ccc1OC(C)=O (centres undefined) | -3 | 0.9 | 3 | -9 | 1 | -14 | 0.2 | 10 | -7 |
| Cc1ccnc(NC(=O)c2cc(-c3ccc(Cl)s3)nc3ccccc23)c1 | -4 | 0.1 | -1 | -8 | -3 | 17 | 0.1 | -4 | -15 |

Some of the entries above in a different format.
The line under a structure holds: OXTR potentiate	V1R ag counter	TAAR1 ag	TAAR1 antagonist	CHRM1 agonist	CHO-K1 Ca PAM	M1 ag parental	CHO-K1 Ca antag	CHO parental Ca
C=C(C)Cn1c(N2CCC(Cc3ccccc3)CC2)nc2c1c(=O)[nH]c(=O)n2C
→ -16	-0.6	17	18	2	12	0.1	-1	-22
O=C(O)/C=C/C(=O)Nc1ccc(SC(F)(F)C(F)(F)C(F)(F)F)cc1
→ -1	1.3	-1	19	-2	16	0.6	-16	-12

Later entries.
| compound | OXTR potentiate | V1R ag counter | TAAR1 ag | TAAR1 antagonist | CHRM1 agonist | CHO-K1 Ca PAM | M1 ag parental | CHO-K1 Ca antag | CHO parental Ca |
| --- | --- | --- | --- | --- | --- | --- | --- | --- | --- |
| Cc1c(NC(=O)CSc2ncnc3ccccc23)c(=O)n(-c2ccccc2)n1C | -10 | 2.2 | 2 | -16 | -5 | -6 | 1.1 | -7 | -17 |
| COc1ccc(OC)c(/C(O)=C/C(=O)C(=O)Nc2cc(C)ccc2OC)c1 | -13 | -1.2 | 3 | -31 | -1 | -2 | 0.1 | -7 | -6 |
| CCOc1cc(N2CCOCC2)c(OCC)cc1NC(=O)c1ccc(F)c(S(=O)(=O)N2CCOCC2)c1 | . | . | 1 | -22 | -3 | -2 | 1.0 | -13 | . |
| O=C(NN=C1CCCC1)c1ccc(Br)cc1 | -10 | 0.2 | 10 | -2 | -2 | 5 | 0.7 | -4 | -10 |
| CCOc1ccccc1C(=O)N/N=C/c1cccc2cccnc12 | -13 | -1.6 | 9 | 10 | -6 | -5 | 1.5 | 12 | -20 |
| COc1cccc(NC(=O)CSc2nnc(-c3ccoc3C)n2C)c1 | -10 | -0.7 | 4 | -7 | -8 | 16 | 1.1 | -7 | -14 |
| Cc1ccc(S(=O)(=O)N(C)C)cc1NC(=O)COC(=O)c1ccc2c(c1)OCO2 | -4 | 0.6 | 3 | -3 | -1 | -6 | -0.2 | 8 | -2 |
| O=C(O)c1cccc(NC2=C(N3CCOCC3)C(=O)c3ccccc3C2=O)c1 | -4 | 0.2 | 1 | 3 | 0 | 17 | 0.3 | -4 | 3 |
| COC(=O)c1ccc(OCC(=O)Nc2nn(-c3ccccc3)nc2C(N)=O)cc1 | 2 | 0.2 | 17 | 36 | -2 | 21 | 3.6 | -7 | -12 |
| COc1cc2oc3ccccc3c(=O)c2cc1OC | -4 | -0.9 | . | . | -12 | 2 | 0.1 | 0 | -4 |
| CC(=O)c1cccc(Oc2cc(NN3CCCCC3)c([N+](=O)[O-])cc2[N+](=O)[O-])c1 | -3 | -0.5 | 4 | 6 | -12 | 6 | 0.2 | -4 | -4 |
| CN(C)CCOC1c2ccccc2-c2ccccc21 | -1 | 1.2 | 0 | -7 | -9 | -14 | -0.2 | 11 | -4 |
| CC(C)(C)OC(=O)NCCCCCNC(=O)c1ncn2c1c(=O)[nH]c1ccccc12 | . | . | 3 | 25 | -8 | 18 | 0.6 | -10 | . |

Assay outcomes from PubChem.
